High-throughput results from PubChem.
CAL PDZ FP-1: untagged CAL PDZ binding inhibitors, primary screen, biochemical, fluorescence polarization, HTS; inhibition, % at 24.9 µM; purified CAL PDZ, TMR-peptide fluorescence polarization, 1 h; AID 602252, 2012; Golgi-associated PDZ and coiled-coil motif-containing protein (Homo sapiens), Q9HD26; hit rate 0.92% among 300,000;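 active means mean inhibition of at least 30% with at least half of replicates also reaching 30%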;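 further: 0% = DMSO neutral control and 100% = excess unlabeled competitor peptide PRC23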
RTF Ca sens act: cardiac RTF calcium sensitivity activators, primary screen, biochemical, IANBD-TnC fluorescence, EC20 calcium. IANBD-labeled TnC RTF fluorescence at EC20 calcium; 0% EC20 calcium, 100% full calcium. hit rate 0.24% among 340,000. Troponin I, cardiac muscle (Homo sapiens) + Troponin T, cardiac muscle (Homo sapiens) + …. activation, % at 7.2 µM;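 active means activation above the mean over all tested compounds plus 3 SD, cut at about 30% in these data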;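 further: rise in fluorescence read as greater calcium sensitivity of cardiac thin filaments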
DAGLB inhibitor: DAGLB lipase inhibitors, primary screen, biochemical, fluorescence, HTS | hit rate 0.059% among 340,000 | inhibition, % at 5.17 µM | AID 504411, 2011 | HEK293T DAGLB membrane lysate, EnzChek fluorogenic substrate; in the data active means inhibition above about 34%;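 further: 0% = enzyme with vehicle and 100% = wells lacking enzyme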
LANA DNA inh: inhibitors of KSHV C-LANA binding to DNA, primary screen, biochemical, fluorescence polarization, FAM-LBS DNA, MBP-C-LANA, single point | Kaposi's sarcoma herpesvirus LANA C-terminal domain (residues 932-1162) DNA binding | inhibition, % at 9 µM | hit rate 0.078% among 340,000;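 active means highest replicate inhibition at or above 60% at 9 µM, even if other replicates fall short; inactive means all replicates below 60% inhibition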;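 further: 0% = neutral control wells and 100% = 4 µM acridine orange control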
SR-BI uptake up: activators of SR-BI mediated DiI-HDL uptake, primary screen, ldlA[mSR-BI] CHO cells, DiI fluorescence | 3 h; 100 = double the neutral-control signal | activation, % at 12.5 µM | hit rate 0.096% among 320,000 | AID 504775, 2011;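 active means mean replicate activation of at least 60% and every replicate at or above 60%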;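 further: 0% = median plate neutral-control signal and 100% = twice that signal; values of inactives mirror those of a sister screen read the other way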
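material = CHO ldlA[mSR-BI] cells | medium = Ham's F12 with 0.5% BSA, HEPES 25 mM, pH 7.4 | reagent = fluorescent DiI-HDL, 10 µg/mL final | compound dosing = single-point compound dose | incubation = 3 h, 37 °C | measured by = bottom-read fluorescence, 550/595 nm | measure = HDL uptake via cellular fluorescence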
RTF Ca sens inh: cardiac RTF calcium sensitivity inhibitors, primary screen, biochemical, IANBD-TnC fluorescence, EC70 calcium; hit rate 0.12% among 340,000; Troponin I, cardiac muscle (Homo sapiens) + Troponin T, cardiac muscle (Homo sapiens) + …; AID 493244, 2011; inhibition, % at 7.15 µM; IANBD-labeled cardiac RTF, Ca2+ fluorescence;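 active means inhibition above the mean inhibition of all tested compounds plus 3 SD, cut at about 17% in these data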;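 further: assay run at fixed EC70 calcium of 1.6 mM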
PKA-R2B act: activators of PKA-R2B holoenzyme, primary screen, biochemical, fluorescence polarization, Cy5-IP20, human; PKA-R2B holoenzyme dissociation; R2B truncated from residue 108, S112A mutant; 0% DMSO only, 100% 113 µM cGMP; activation, % at 11.4 µM; hit rate 0.079% among 340,000; AID 504700, 2011;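 active means activation above a cutoff set at the mean over all compounds plus 3 SD, cut at about 18% in these data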;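 further: higher means more holoenzyme dissociation and a rise in polarization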
CAL PDZ FP-2: CAL PDZ peptide-binding inhibitors, primary screen, biochemical, fluorescence polarization, Cer-tagged CAL PDZ, HTS | Golgi-associated PDZ and coiled-coil motif-containing protein (Homo sapiens), Q9HD26 | purified CAL PDZ, TMR-peptide fluorescence polarization, 1 h | inhibition, % at 20 µM | hit rate 0.02% among 330,000 | AID 504414, 2011;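 active means highest replicate inhibition of at least 40%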;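 further: plate controls were DMSO neutral control wells for no effect and unlabeled competitor peptide control wells for full effect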
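Test system: purified CerCALP PDZ construct; Compound dosing: one concentration, 20 µM compound; Also added: TMR-labelled reporter peptide T*-PRC34 bound in PDZ groove; Read-out: inhibition from polarization loss; Controls: unlabelled peptide and DMSO controls; Signal: FP readout, S and P plane fluorescence; Incubation: 1 h at RT.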
Keap1-Nrf2 PPI: Keap1-Nrf2 protein-protein interaction inhibitors, primary screen, biochemical, fluorescence polarization, single point; Kelch-like ECH-associated protein 1 (Homo sapiens), Q14145; Keap1 Kelch-Nrf2 peptide fluorescence polarization, 1536-well; inhibition, % at 9.4 µM; hit rate 0.15% among 340,000; in the data active means inhibition above about 12%;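 further: human Keap1 Kelch domain with fluorescein labeled Nrf2 9mer peptide probe; 0% = neutral control wells and 100% = peptide positive control; higher means more block of Keap1 binding to Nrf2 peptide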
Target sequence (Q14145 whole entry, looked up, the tested form may be a part): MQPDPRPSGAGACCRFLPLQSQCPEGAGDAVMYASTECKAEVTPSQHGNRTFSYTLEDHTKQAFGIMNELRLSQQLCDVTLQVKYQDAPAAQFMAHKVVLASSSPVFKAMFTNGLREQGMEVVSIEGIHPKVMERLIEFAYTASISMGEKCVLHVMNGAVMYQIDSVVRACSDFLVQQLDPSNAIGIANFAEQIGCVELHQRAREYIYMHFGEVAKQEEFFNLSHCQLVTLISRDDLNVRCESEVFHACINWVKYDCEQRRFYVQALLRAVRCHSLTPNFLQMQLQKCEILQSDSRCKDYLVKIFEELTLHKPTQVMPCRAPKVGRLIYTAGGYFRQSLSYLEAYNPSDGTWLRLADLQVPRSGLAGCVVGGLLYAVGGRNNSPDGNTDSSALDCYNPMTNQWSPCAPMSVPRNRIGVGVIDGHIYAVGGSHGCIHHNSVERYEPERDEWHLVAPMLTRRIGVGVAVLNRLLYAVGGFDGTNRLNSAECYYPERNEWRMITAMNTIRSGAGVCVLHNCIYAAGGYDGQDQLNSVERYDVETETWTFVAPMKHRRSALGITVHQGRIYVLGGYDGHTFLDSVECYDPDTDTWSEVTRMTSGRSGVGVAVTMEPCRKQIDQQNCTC
Rtt109 HAT inh: inhibitors of C. albicans Rtt109/Vps75 HAT, primary screen, biochemical, ThioGlo CoA-SH fluorescence, plate reader | purified Rtt109/Vps75, 4 h | inhibition, % at 34.9 µM | hit rate 0.16% among 330,000;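 active means inhibition of at least 50% in every replicate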
Target sequence (Q5AAJ8 whole entry, looked up): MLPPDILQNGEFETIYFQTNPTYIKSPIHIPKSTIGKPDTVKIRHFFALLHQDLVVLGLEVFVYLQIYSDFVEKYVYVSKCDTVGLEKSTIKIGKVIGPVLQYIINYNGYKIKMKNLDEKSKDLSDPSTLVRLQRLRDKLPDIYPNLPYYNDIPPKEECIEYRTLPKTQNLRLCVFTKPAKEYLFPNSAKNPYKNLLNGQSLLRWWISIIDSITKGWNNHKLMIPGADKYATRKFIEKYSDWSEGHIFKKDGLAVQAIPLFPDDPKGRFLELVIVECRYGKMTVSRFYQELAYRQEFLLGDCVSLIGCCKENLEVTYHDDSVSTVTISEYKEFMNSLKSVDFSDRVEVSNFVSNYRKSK
An asterisk follows results filed as active; . = not tested or not shown.

Start of the listing, in advance:
SMILES	CAL PDZ FP-1	RTF Ca sens act	DAGLB inhibitor	LANA DNA inh	SR-BI uptake up	RTF Ca sens inh	PKA-R2B act	CAL PDZ FP-2	Keap1-Nrf2 PPI	Rtt109 HAT inh
O=C(Nc1ccc2ncccc2c1)Nc1ccc2ncccc2c1	-6	-7	-1	-0.4	-26	1	-6	-27	-5	14
CC(=O)c1ccc(NC(=O)/C(=C\c2cccs2)NC(=O)c2ccco2)cc1	-2	-3	0	1.9	13	-15	9	-1.5	-3	19
O=C(CN1CCN(S(=O)(=O)c2ccc(Cl)cc2)CC1)NC1CCCC1	.	1	-2	-0.6	.	-6	-1	1.0	4	1
Cc1onc(-c2ccccc2Cl)c1C(=O)N/N=C(\N)COc1ccc(Cl)cc1	3	-2	2	-6.0	-9	-11	-8	0.3	4	3
COc1ccccc1OCCn1cc(C(=O)c2ccco2)c2ccccc21	-1	6	-3	-2.5	-46	4	-5	-3.2	0	19

The list itself, from the first entry:
SMILES	CAL PDZ FP-1	RTF Ca sens act	DAGLB inhibitor	LANA DNA inh	SR-BI uptake up	RTF Ca sens inh	PKA-R2B act	CAL PDZ FP-2	Keap1-Nrf2 PPI	Rtt109 HAT inh
O=C(Nc1ccc2ncccc2c1)Nc1ccc2ncccc2c1	-6	-7	-1	-0.4	-26	1	-6	-27	-5	14
CC(=O)c1ccc(NC(=O)/C(=C\c2cccs2)NC(=O)c2ccco2)cc1	-2	-3	0	1.9	13	-15	9	-1.5	-3	19
O=C(CN1CCN(S(=O)(=O)c2ccc(Cl)cc2)CC1)NC1CCCC1	.	1	-2	-0.6	.	-6	-1	1.0	4	1
Cc1onc(-c2ccccc2Cl)c1C(=O)N/N=C(\N)COc1ccc(Cl)cc1	3	-2	2	-6.0	-9	-11	-8	0.3	4	3
COc1ccccc1OCCn1cc(C(=O)c2ccco2)c2ccccc21	-1	6	-3	-2.5	-46	4	-5	-3.2	0	19
CCOC(=O)c1c(NC(=O)c2ccc(Cl)s2)sc(C)c1C	0	-3	-2	-0.1	-10	-1	-9	-1.4	-4	0
CN(C(=O)COc1ccccc1)c1nc(-c2ccc(F)cc2)cs1	7	4	-4	-0.6	-9	-1	9	-1.7	2	.
CNC(=O)/C(C#N)=C\c1cc(C)n(-c2ccc(N3CCOCC3)cc2)c1C	5	2	2	0.4	-6	-1	-3	0.1	-5	.
O=C(COC(=O)c1ccc(S(=O)(=O)NCc2ccco2)cc1)NCc1ccccc1	-6	0	-2	0.6	5	-3	-4	-0.7	3	-2
CCCCNC(=O)c1onc(CSc2ccc(OC)cc2)c1C(=O)O	-4	-1	5	-2.6	-12	-11	3	-0.8	3	11

Some of these compounds in order of count of non-hydrogen atoms, low to high:
SMILES	CAL PDZ FP-1	RTF Ca sens act	DAGLB inhibitor	LANA DNA inh	SR-BI uptake up	RTF Ca sens inh	PKA-R2B act	CAL PDZ FP-2	Keap1-Nrf2 PPI	Rtt109 HAT inh
CN(C(=O)COc1ccccc1)c1nc(-c2ccc(F)cc2)cs1	7	4	-4	-0.6	-9	-1	9	-1.7	2	.
CCCCNC(=O)c1onc(CSc2ccc(OC)cc2)c1C(=O)O	-4	-1	5	-2.6	-12	-11	3	-0.8	3	11
CNC(=O)/C(C#N)=C\c1cc(C)n(-c2ccc(N3CCOCC3)cc2)c1C	5	2	2	0.4	-6	-1	-3	0.1	-5	.

The listing continues:
SMILES	CAL PDZ FP-1	RTF Ca sens act	DAGLB inhibitor	LANA DNA inh	SR-BI uptake up	RTF Ca sens inh	PKA-R2B act	CAL PDZ FP-2	Keap1-Nrf2 PPI	Rtt109 HAT inh
CC(C)c1ccc(NC(=O)COc2ccccc2)cc1	-1	1	-13	0.5	-8	-8	-7	-0.3	-4	1
Cc1ccc(C(=O)N2CCCC(Nc3ccc(F)cc3)C2)cc1C (centres undefined)	1	-4	-3	-0.1	.	-3	-1	-0.4	-2	-5
CCOC(=O)CSc1ccc(S(=O)(=O)N2CCC(C)CC2)cc1[N+](=O)[O-]	-3	-18	-1	3.0	-35	6	-6	-1.9	3	-4
CCCCn1c(N)c(N(CC(C)C)C(=O)CCCn2c(=O)oc3ccccc32)c(=O)[nH]c1=O	-3	-1	0	0.5	6	-3	3	-1.6	2	22
CCOC(=O)N1CCC(NC(=O)CSCc2nc(-c3ccc(OC)cc3)oc2C)CC1	-1	5	-1	1.6	-58	-5	1	-2.3	-2	-11
Cc1nn(-c2ccccc2)c(Cl)c1/C=N/NC(=O)c1ccnn1C	-2	2	-3	-0.5	-3	2	-3	-3.0	-3	-3
COc1ccccc1NC(=O)CSc1nnc(-c2ccco2)o1	-3	-4	-1	1.7	0	-1	0	-0.1	-1	-1
COc1ccccc1N1CCN(C(=O)c2cc(-c3ccco3)on2)CC1	.	-1	-3	-0.4	-3	1	3	-1.3	3	-3
COC(=O)c1c(NC(=O)CSc2nnc(C)c(=O)[nH]2)sc(C)c1C	-8	1	3	-1.6	11	-5	6	-2.4	3	2
O=C(CCc1nc2ccccc2c(=O)[nH]1)N1CCN(C/C=C/c2ccccc2)CC1	1	-2	0	10	21	-22	-16	-3.8	-3	0
COc1ccc(NS(=O)(=O)c2cccc(C(=O)N3CCCCCCC3)c2)cc1	9	-5	-2	-1.4	-1	-11	5	-0.1	-5	5
COc1ccc(S(=O)(=O)Nc2c(C)n(C)n(-c3ccccc3)c2=O)c(Cl)c1Cl	-2	3	2	-0.5	19	3	0	-0.6	-3	2
COc1ccc(C(C)=O)cc1COC(=O)CNC(=O)c1ccc(Cl)cc1	0	-5	0	0.1	-59	-4	-6	-2.9	-19	-4
Cc1ccccc1-n1c(SCC(=O)N2CCOCC2)nc(O)cc1=O	0	3	0	-2.4	36	-6	2	-1.9	-3	1
Cc1ccc(C(=O)OCC(=O)Nc2cccc(S(=O)(=O)N3CCCCC3)c2)o1	-3	2	-3	-0.5	0	0	2	-2.3	-4	12
CN(Cc1ccccc1)S(=O)(=O)c1nnc(NC(=O)c2ccccc2)s1	2	4	4	0.9	24	0	-12	-1.4	-7	1
COc1ccc(OC)c(-n2c(O)cnc2Nc2nc(C)cc(C)n2)c1	5	4	2	-2.4	.	-9	1	-3.9	0	-10
CN(C)CCNC(=O)c1cc2ccccc2oc1=O	-3	-4	-4	1.0	24	0	3	-0.6	0	8
Cn1ccnc1Sc1nc(Nc2cccc(Cl)c2)nc(N2CCOCC2)n1	-5	-1	0	2.1	-46	-7	-4	-2.9	0	-10
CN(C(=O)c1cccc(NC(=O)Cc2ccc(NC(=O)C3CCCN(C(=O)C4CCCC4)C3)cc2)c1)C1CCCC1 (centres undefined)	-6	-6	1	-1.7	-68	-5	-9	0.6	-8	-6
O=C(Nc1ccc(Oc2ccc(NC(=O)C3CCCO3)cc2)cc1)C1CCCO1 (centres undefined)	-2	6	0	-0.3	15	-5	-3	-0.7	-4	-2
CC(C)NC(=O)[C@@H]1CSC2c3ccccc3C(=O)N21 (some centres undefined)	1	-2	-1	-0.4	20	-3	-2	0.2	1	-54
Cc1onc(-c2c(F)cccc2Cl)c1C(=O)N1CCCC1	-2	4	-1	1.0	-2	-1	-11	-3.2	-2	13
Cc1ccccc1-n1c(=O)cc(N2CCCCCC2)[nH]c1=O	.	-1	3	-1.0	.	-6	4	-6.7	1	-3
COc1ccc2c(c1)[nH]c1c(=O)n(CCCN3CCOCC3)cnc12	2	2	1	-0.7	5	2	-11	-0.9	1	6
Cc1cc(C)cc(C(=O)NCCCc2ccccc2)c1	-4	1	-11	0.0	0	-6	-4	-1.1	-5	2
COC(=O)C1=CN(CCCN2CCCC2=O)C=C(C(=O)OC)C1c1ccccc1C(F)(F)F	-5	-4	-1	-0.5	33	-15	3	-0.7	7	-182
O=C(O)C(Cc1ccccc1)N1C(=O)c2ccccc2C1=O (centres undefined)	0	14	2	-1.7	5	-3	1	-1.6	-2	-3
O=C(OCCN1C(=O)CCC1=O)c1ccc(S(=O)(=O)N2CCCCC2)cc1	0	3	1	-0.1	5	1	-14	.	-4	6
O=C(CN1CCOCC1)Nc1ccc(N2CCN(c3ccccc3)CC2)c(F)c1	-3	6	2	0.5	-10	-11	2	-1.1	-4	0
O=C(Cn1c(=O)oc2cc(S(=O)(=O)N3CCCC3)ccc21)N1CCN(c2ccccc2)CC1	.	-4	5	0.6	-37	-7	1	0.1	-9	-2
COc1ccc(C2Nc3ccccc3C(=O)N2c2ccc(C)cc2)cc1Cn1nc(C)c([N+](=O)[O-])c1C (centres undefined)	-4	1	-13	-0.8	1	-16	-9	-1.0	-3	-2
CCCc1nc(SCC(=O)NNC(=O)c2ccc(OC)cc2)c2ccccc2n1	5	-2	-2	-3.0	-2	-1	1	0.0	-1	-7
Cn1c(N)c(C(=O)CSc2nc3ccccc3[nH]2)c(=O)n(C)c1=O	-4	2	0	-2.8	7	4	-1	-1.4	-1	-10
COc1cc([N+](=O)[O-])cc(/C=N\NC(=O)C2COc3ccccc3O2)c1O (centres undefined)	-3	-2	9	-2.1	.	-5	-1	-0.6	-6	12
Cc1[nH]c(=O)[nH]c(=O)c1S(=O)(=O)N1CCC(C(=O)N2CCN(Cc3ccccc3)CC2)CC1	0	2	-1	-1.4	1	-2	-11	0.6	-2	4
O=C(Cc1ccc(F)cc1)Nc1ccc(F)c([N+](=O)[O-])c1	-2	-3	-2	-1.0	-5	-2	-8	.	0	-3
COc1ccc(NC(=O)CSc2ccc3c(c2)OCCO3)cc1OC	1	-1	-1	0.5	5	-2	-1	-0.1	-2	-3
O=C(C1CCCO1)N1CCN(Cc2c(O)ccc3ccccc23)CC1 (centres undefined)	-1	6	1	-1.4	25	-27	-17	-1.3	-11	142*
Cc1c(C)n(Cc2ccccc2)c2ccc(C(=O)NCCCN3CCOCC3)cc12	1	-5	3	1.2	-9	-6	6	0.6	4	14
